tim23-1 inh: growth inhibitors of tim23-1 mutant yeast. S. cerevisiae tim23-1 growth, BacTiter-Glo luminescence, 24 h. inhibition, % at 20 µM. 330,000 compounds, 1.3% hits. AID 463212;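 active = growth inhibition of the mutant yeast at or above 50%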;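 also: temperature-sensitive mutant grown at 25 °C; plate controls were DMSO-treated mutant yeast for no effect and medium wells lacking yeast for full effect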
APJ agonist: activates the human apelin receptor APJ; P35414; CHO-K1 APJ PathHunter beta-arrestin, luminescence; 0% DMSO wells, 100% apelin; activation, % at 20 µM; 330,000 compounds, 0.11% hits;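 active = activation more than six SD over the plate average, tested at 20 µM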;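 also: 0% = DMSO alone and 100% = apelin-13 at 10 nM; some results filed as inactive read as strong as hits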
Target sequence (P35414 whole entry, looked up): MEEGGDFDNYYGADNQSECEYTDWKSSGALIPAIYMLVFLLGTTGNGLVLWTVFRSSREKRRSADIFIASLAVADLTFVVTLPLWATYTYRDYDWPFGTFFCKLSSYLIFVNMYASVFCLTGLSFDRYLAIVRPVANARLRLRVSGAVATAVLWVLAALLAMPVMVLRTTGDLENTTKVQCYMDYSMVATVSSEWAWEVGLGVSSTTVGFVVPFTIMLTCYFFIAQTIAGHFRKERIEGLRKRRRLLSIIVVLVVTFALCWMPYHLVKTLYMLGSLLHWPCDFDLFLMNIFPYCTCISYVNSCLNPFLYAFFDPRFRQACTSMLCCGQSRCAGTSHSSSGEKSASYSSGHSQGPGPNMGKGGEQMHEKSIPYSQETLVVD
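assay system = CHO-K1 APJ beta-arrestin complementation cell line | input = cell density 1000 per well | dosing = compound 20 µM once, DMSO 1% | timing = compound 90 min 25 °C, reagent 1 h | measured by = luminescence from split beta-galactosidase complementation, Galacton Star/Emerald II substrate | read-out basis = APJ agonist activity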
APJ antagonist: antagonists of human APJ apelin receptor; inhibition, % at 20 µM; P35414; AID 2521; 330,000 compounds, 0.32% hits; CHO-K1 APJ beta-arrestin complementation, luminescence;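 active = inhibition above about 40% at 20 µM, limit read from the data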;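 also: cells challenged with 10 nM apelin-13 agonist together with compound; plate controls were apelin-13 plus DMSO wells for no effect and DMSO wells lacking apelin-13 for full effect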
CHOP UPR activ: apoptotic UPR (CHOP) activation; AID 449763; CHO-CHOP luciferase reporter, luminescence; percent of tunicamycin response over DMSO baseline; activation, % at 10 µM; 330,000 compounds, 0.34% hits;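 active = at 10 µM dose, activation of 40% or more, normalized to positive control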;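 also: 100% = tunicamycin at 10 µg/mL and 0% = DMSO alone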
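Material: CHO-CHOP cells, stable luciferase reporter of PERK-eIF2a-CHOP signalling; quantity: 500 reporter cells seeded per well; buffer or medium: F12 medium containing 10% fetal bovine serum; compound: one dose, 10 µM in 0.5% DMSO; incubation: 6 h compound treatment, 37 °C; measured by: Steady-Glo luciferase luminescence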
UPR XBP1 act: adaptive UPR (XBP1) activation; CHO-XBP1 luciferase reporter, IRE1-XBP1 UPR activation, luminescence; percent of tunicamycin response, DMSO as zero; activation, % at 20 µM; 330,000 compounds, 0.33% hits; AID 463104;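 active = versus positive control, 20 µM dose yields 30% or more activation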;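 also: 100% = tunicamycin at 10 µg/mL and 0% = DMSO only wells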
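Material: CHO-XBP1 cells stably carrying IRE1-XBP1-driven luciferase reporter / Amount: 1000 cells per well / Compound: 20 µM, 1% DMSO / Times: 6 h treatment, 37 °C / Detection: luciferase luminescence / Measure: % activation of reporter signal versus tunicamycin and DMSO controls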
Mdm2-MdmX inh: inhibitors of human Mdm2/MdmX interaction; O15151+Q00987; SaOS-2 split-luciferase Mdm2/MdmX complementation, luminescence; inhibition, % at 8 µM; 330,000 compounds, 3% hits;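 active = inhibition of at least 50% at 8 µM in the primary screen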
CXCR6 block: inhibitors of human CXCR6 receptor; O00574; CHO-K1 PathHunter CXCR6 beta-arrestin, luminescence; inhibition, % at 20 µM; 360,000 compounds, 0.36% hits; AID 602244; in the data active = inhibition above about 34%, passing the limit was not always enough;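 also: antagonist mode with CXCL16 agonist at 10 nM final; 0% = 10 nM CXCL16 with DMSO and 100% = unstimulated wells without agonist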
Target sequence (O00574 whole entry, looked up): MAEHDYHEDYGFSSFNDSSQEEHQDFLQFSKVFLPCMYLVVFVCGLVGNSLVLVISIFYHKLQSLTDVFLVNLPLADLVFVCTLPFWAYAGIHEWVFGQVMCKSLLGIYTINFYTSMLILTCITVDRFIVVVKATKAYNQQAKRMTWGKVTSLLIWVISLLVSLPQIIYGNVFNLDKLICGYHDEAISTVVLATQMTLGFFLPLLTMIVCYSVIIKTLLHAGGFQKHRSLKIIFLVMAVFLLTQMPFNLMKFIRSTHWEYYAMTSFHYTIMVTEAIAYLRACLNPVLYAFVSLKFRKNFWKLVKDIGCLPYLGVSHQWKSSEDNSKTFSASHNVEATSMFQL
tim10-1 inh: inhibits growth of tim10-1 mutant yeast. S. cerevisiae tim10-1 ts strain growth, BacTiter-Glo, 24 h. inhibition, % at 20 µM. 330,000 compounds, 2.2% hits. AID 463190;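 active = inhibition of at least 40%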;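 also: mutant grown at 25 °C; 0% = DMSO wells with yeast and 100% = wells holding no yeast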
TIM10 inh: growth inhibitors of TIM10 yeast strain | S. cerevisiae TIM10 strain growth, BacTiter-Glo luminescence, 24 h | inhibition, % at 10 µM | 330,000 compounds, 1.4% hits;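 active = inhibition of 40% or more at the single tested concentration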;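 also: wild-type TIM10 isogenic control strain grown at permissive 25 °C; 0% = DMSO yeast wells and 100% = minimal medium wells without yeast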
* = called active by the depositor. Some of the compounds tested; count on the stated rates, not on these rows.

SMILES | tim23-1 inh | APJ agonist | APJ antagonist | CHOP UPR activ | UPR XBP1 act | Mdm2-MdmX inh | CXCR6 block | tim10-1 inh | TIM10 inh
CC1CCCCC1NC(=O)COC(=O)c1ccccn1 (stereo unspecified) | -2 | -3 | -2 | -0.2 | -1 | -9 | 5 | 3 | -29
COC(=O)Cn1c(C)c(C#N)c2ccccc21 | 3 | 0 | 12 | 1.1 | -2 | 4 | -4 | 11 | 1
COc1ccc(C2C(C(=O)OCC(=O)Nc3ccc(C)cc3)CCC(=O)N2c2ccc(OC)cc2)cc1 (stereo unspecified) | 9 | -1 | 9 | -3.2 | -4 | -7 | 5 | 1 | 10
CC1SC(c2ccc(F)cc2)NC1=O (stereo unspecified) | -2 | -2 | 5 | -2.1 | 0 | -16 | 4 | 4 | 7
Cc1nn(C)cc1S(=O)(=O)N1CCN(c2ccccc2F)CC1 | 11 | -2 | 3 | 0.6 | -4 | 9 | -7 | 10 | 10
CC(=O)c1cnc2c(-c3ccccc3)c(-c3ccccc3)nn2c1C | 0 | -3 | -10 | 1.1 | 6 | 15 | 9 | -11 | -3
Nn1cc(-c2ccccc2)nc1SCC(=O)NC1CCS(=O)(=O)C1 (stereo unspecified) | 11 | 9 | -13 | -0.6 | 0 | -32 | -8 | 2 | -5
CC(=O)Nc1cn(-c2ccccc2)nc1-c1ccccc1 | 12 | 0 | -10 | 1.9 | 2 | 19 | 4 | -10 | 0
Cc1cccc(Nc2ccccc2)c1 | 16 | -3 | -13 | -1.5 | 2 | 5 | -6 | 5 | -1
CC(=O)Nc1cccc(NC(=O)Nc2ccc(C)c(Cl)c2)c1 | 6 | -4 | 4 | 4.1 | 1 | 3 | -13 | 4 | 6
Cc1ccc(N2C(=O)CSCC2=O)cc1 | 2 | -3 | 19 | -4.1 | -5 | 12 | 1 | 3 | 0
CC[C@@H](C)[C@@H]1CN([C@@H](CN2CCC[C@H]2CN2C(N)=NC[C@H]2C(C)C)C(C)C)C(=N)N1CCc1ccc(Cl)c(Cl)c1 | -27 | -4 | 16 | 0.2 | 1 | 5 | 0 | -13 | 0

Entries of single compounds, quoted from the list. Order of values: tim23-1 inh	APJ agonist	APJ antagonist	CHOP UPR activ	UPR XBP1 act	Mdm2-MdmX inh	CXCR6 block	tim10-1 inh	TIM10 inh
Cc1cccc(Nc2ccccc2)c1 is listed as 16	-3	-13	-1.5	2	5	-6	5	-1
CC(=O)Nc1cccc(NC(=O)Nc2ccc(C)c(Cl)c2)c1 is listed as 6	-4	4	4.1	1	3	-13	4	6

Next section:
SMILES | tim23-1 inh | APJ agonist | APJ antagonist | CHOP UPR activ | UPR XBP1 act | Mdm2-MdmX inh | CXCR6 block | tim10-1 inh | TIM10 inh
CCc1nc2ccccc2c(C(=O)OCC(=O)Nc2cccc(S(=O)(=O)N3CCOCC3)c2)c1C | 15 | 8 | -17 | 3.2 | 8 | 66* | -12 | 22 | 17
NC(=O)C1CCCN(C(=O)c2ccc3oc(Cc4ccc(Cl)cc4)nc3c2)C1 (stereo unspecified) | 10 | -8 | 3 | 1.2 | 1 | 2 | -3 | 16 | 4
COC(=O)C1=C(C)N(CCCC(=O)O)C(=O)NC1c1ccc(Br)cc1 (stereo unspecified) | 2 | 4 | -52 | 1.5 | -2 | 17 | -3 | -8 | 1
Cc1ccc(C)c(S(=O)(=O)N2CCCCC2CCNC(=O)C(=O)NCCc2ccco2)c1 (stereo unspecified) | 36 | 0 | 5 | 4.2 | -5 | 8 | 8 | 28 | 6
O=C(O)c1ccc(N/N=C/C2=C(N3CCOCC3)C(=C\c3ccccc3)/CC2)cc1 | 32 | 4 | -19 | -1.0 | 0 | -13 | 3 | 15 | 23
Cc1nc2sc(C)c(C)c2c(=O)[nH]1 | 18 | 5 | 13 | -0.3 | 1 | 30 | 2 | 11 | -6
Nc1nc(NCCO)nc(NC2CCCCC2)c1[N+](=O)[O-] | 20 | 0 | -4 | -1.4 | 12 | 10 | -3 | 24 | 7
CC(=O)N1CCC(C(=O)N2CCN(S(=O)(=O)c3ccc(Cl)s3)CC2)CC1 | 5 | 14 | 5 | -2.6 | 2 | -9 | -2 | 8 | 5
O=C(NNC(=O)c1ccc([N+](=O)[O-])cc1)c1ccc(Br)cc1 | 12 | -2 | 10 | 1.5 | -2 | 18 | 5 | -5 | 12
Cc1cccc(C(=O)NNC(=O)/C=C/C(=O)O)c1 | -1 | 0 | 14 | 0.6 | -1 | -36 | -11 | 10 | 9
COc1cccc(NC(=O)CN2C(=O)CSc3ccc(S(=O)(=O)N4CCC(C)CC4)cc32)c1 | 3 | -3 | -48 | 0.0 | -4 | 5 | -1 | 16 | -3
Cc1ccc(C)c(S(=O)(=O)N2CCN(C(=O)CCc3c[nH]c4ccccc34)CC2)c1 | 30 | -3 | -8 | -1.1 | 0 | 21 | 3 | 19 | 1
CCCCNC(=O)C1CCN(S(=O)(=O)c2c(C)noc2/C=C\c2ccc(OC)cc2)CC1 | 2 | 1 | 26 | -0.3 | 0 | 0 | -3 | 3 | -5
CCOc1ccc(OCC)c(N=c2oc3c(C)ncc(CO)c3cc2C(N)=O)c1 | 10 | -1 | 11 | 0.4 | 2 | 18 | 1 | 16 | 2
CC(=O)N(c1ccccc1)C(C)c1nc(C#N)c(C#N)nc1C (stereo unspecified) | 20 | -1 | 12 | 1.3 | -3 | 7 | 11 | 30 | 28
Cc1ccccc1/C=C/c1nc2ccccc2c(=O)n1Cc1ccccc1 | 22 | -2 | 4 | 1.4 | -2 | 3 | 3 | 14 | 13
CCCOc1ccc(/C=C2\SC(N)=NC2=O)cc1OC | 9 | 1 | -7 | 2.8 | 9 | 20 | 2 | 15 | -11
O=C(CCCc1ccccc1)Nc1ccnn1C1CCN(Cc2ccc(CO)o2)CC1 | 2 | -3 | -32 | 3.0 | -1 | -13 | 3 | 2 | 10
CC(=O)c1c(C(C)=O)c(C)n(NC(=O)c2cccnc2)c1C | 14 | 5 | 6 | 1.7 | 0 | -10 | 1 | 9 | 89*
COc1cccc(CN(C)CC(=O)Nc2cccc(S(N)(=O)=O)c2)c1OC | 7 | 1 | -2 | 0.7 | -2 | 18 | 6 | 4 | -5
CC(C)N1C2OC(C3OC4C(O3)N(C(C)C)S(=O)(=O)N4C(C)C)OC2N(C(C)C)S1(=O)=O (stereo unspecified) | 55* | 0 | 14 | -1.1 | 1 | 22 | 8 | 60* | 89*
CC1Cc2ccccc2N1C(=O)COc1ccc2c(c1)OCO2 (stereo unspecified) | 16 | 1 | 4 | 3.3 | 1 | -42 | 1 | 10 | 8
Cc1cccc(C(=O)NC2CCN(C(=O)N3CCOCC3)CC2)c1 | 21 | 1 | 1 | -0.6 | 0 | -1 | -7 | 10 | 2
COc1ccccc1Nc1nc(-c2sc(NC(=O)c3ccco3)nc2C)cs1 | 36 | 12 | 2 | 1.4 | 0 | 13 | 2 | 29 | 24

A run of entries taken from the entries so far, for reference:
SMILES | tim23-1 inh | APJ agonist | APJ antagonist | CHOP UPR activ | UPR XBP1 act | Mdm2-MdmX inh | CXCR6 block | tim10-1 inh | TIM10 inh
Cc1ccc(C)c(S(=O)(=O)N2CCN(C(=O)CCc3c[nH]c4ccccc34)CC2)c1 | 30 | -3 | -8 | -1.1 | 0 | 21 | 3 | 19 | 1
CCCCNC(=O)C1CCN(S(=O)(=O)c2c(C)noc2/C=C\c2ccc(OC)cc2)CC1 | 2 | 1 | 26 | -0.3 | 0 | 0 | -3 | 3 | -5
CCOc1ccc(OCC)c(N=c2oc3c(C)ncc(CO)c3cc2C(N)=O)c1 | 10 | -1 | 11 | 0.4 | 2 | 18 | 1 | 16 | 2
CC(=O)N(c1ccccc1)C(C)c1nc(C#N)c(C#N)nc1C (stereo unspecified) | 20 | -1 | 12 | 1.3 | -3 | 7 | 11 | 30 | 28
Cc1ccccc1/C=C/c1nc2ccccc2c(=O)n1Cc1ccccc1 | 22 | -2 | 4 | 1.4 | -2 | 3 | 3 | 14 | 13
CCCOc1ccc(/C=C2\SC(N)=NC2=O)cc1OC | 9 | 1 | -7 | 2.8 | 9 | 20 | 2 | 15 | -11
O=C(CCCc1ccccc1)Nc1ccnn1C1CCN(Cc2ccc(CO)o2)CC1 | 2 | -3 | -32 | 3.0 | -1 | -13 | 3 | 2 | 10
CC(=O)c1c(C(C)=O)c(C)n(NC(=O)c2cccnc2)c1C | 14 | 5 | 6 | 1.7 | 0 | -10 | 1 | 9 | 89*
COc1cccc(CN(C)CC(=O)Nc2cccc(S(N)(=O)=O)c2)c1OC | 7 | 1 | -2 | 0.7 | -2 | 18 | 6 | 4 | -5
CC(C)N1C2OC(C3OC4C(O3)N(C(C)C)S(=O)(=O)N4C(C)C)OC2N(C(C)C)S1(=O)=O (stereo unspecified) | 55* | 0 | 14 | -1.1 | 1 | 22 | 8 | 60* | 89*

The results go on.
SMILES | tim23-1 inh | APJ agonist | APJ antagonist | CHOP UPR activ | UPR XBP1 act | Mdm2-MdmX inh | CXCR6 block | tim10-1 inh | TIM10 inh
Cc1c(NC(=O)c2c(F)c(F)c(F)c(F)c2F)c(=O)n(-c2ccccc2)n1C | 13 | 12 | -7 | -0.5 | 0 | -2 | -7 | 15 | -3
O=C(COC(=O)c1cc(=O)[nH]c(=O)[nH]1)Nc1ccccc1F | 8 | -5 | 3 | 1.5 | -3 | 23 | 5 | 3 | -10
O=C(NCCC1CCCCN1S(=O)(=O)c1ccccc1)C(=O)NCc1ccccn1 (stereo unspecified) | 5 | 4 | -16 | 2.2 | -2 | -3 | 4 | -10 | 11
Cc1cc(NC(=O)Cn2nc([N+](=O)[O-])c(Br)c2C)no1 | 4 | -3 | 16 | 1.4 | -5 | 12 | -6 | -19 | -5
Cc1cc(NC(=O)CCC(=O)N(CC(=O)NCC2CCCO2)c2ccc(F)c(Cl)c2)no1 (stereo unspecified) | 15 | -1 | -11 | -0.8 | -5 | 2 | 2 | 5 | -10
COc1cc(/C=N/NC(N)=S)ccc1OCc1ccc(C)cc1 | -4 | -2 | -17 | 20 | 8 | 6 | -3 | 33 | 10
CCOn1c(=O)c(=O)n(O)c2ccccc21 | 0 | -4 | -21 | -1.0 | 0 | 4 | 4 | -3 | -1
Cc1ccc(CNC(=O)CCNS(=O)(=O)c2ccc3c(c2)c(=O)n(C)c(=O)n3C)cc1 | -3 | -7 | 12 | -0.2 | -1 | 20 | -1 | 8 | -10
COC(=O)Cc1cc(=O)n2[nH]c(C(F)(F)F)nc2n1 | 1 | -1 | 11 | 1.8 | 0 | 26 | 4 | -8 | -18
CCN(CC(=O)Nc1ccc(OC)cc1)C(=O)c1ccc([N+](=O)[O-])cc1 | 7 | 0 | -7 | -2.3 | -1 | -23 | -4 | 12 | 5
COc1ccccc1C1=NC(c2ccc(C)cc2)N=C1C (stereo unspecified) | 38 | -3 | 2 | 2.1 | -1 | -25 | 4 | 29 | 12
CCC(=O)N1CCc2cc(Br)cc(S(=O)(=O)NCCN3CCCCC3CC)c21 (stereo unspecified) | 1 | 0 | -5 | 0.3 | 1 | -8 | 2 | 9 | -14

Source: PubChem BioAssay
